iPSC survival up: enhancers of single-cell hiPSC survival, primary screen, ATPlite luminescence; survival enhancement, % at 20 µM; actives 0.044% (n = 360,000); 100% = ROCK inhibitor wells, 0% = DMSO; in the data active = survival enhancement above about 18%;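 also: cells exposed to compounds for 16 hours before the ATP read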
ABHD5 PLIN5 PPI: ABHD5-PLIN5 interaction inhibitors, primary screen, cell lysate, split luciferase complementation, luminescence | Split G. princeps luciferase complementation, 4 h | inhibition, % at 4 µM | actives 0.78% (n = 360,000) | AID 602281, 2012;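 active = inhibition above the mean inhibition across every tested compound plus 3 SD, cut at about 22% in these data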;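 also: 0% = DMSO only wells and the 100% control is not disclosed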
MC4R barr agon: MC4R agonists recruiting beta-arrestin, primary screen, cell-based, luminescence, agonist arm of biased-ligand search | AID 540308, 2011 | activation, % at 8.9 µM | Melanocortin receptor 4 (Homo sapiens), P32245 | U2OS MC4R beta-arrestin complementation; percent of melanotan II response, DMSO zero | actives 0.98% (n = 360,000);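 active = activation above a per-plate cutoff, the mean activation of sample wells on that plate plus 3 SD, cut at about 8% in these data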
ABCB6 inh 2: ABCB6 transporter inhibitors, primary screen, K562-ABCB6 cells, flow cytometry, MLPCN library. K562-ABCB6 porphyrin accumulation, 1 h; hits give low values. fluorescence ratio to DMSO, % at 10 µM. actives 0.19% (n = 360,000);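 active = fluorescence ratio to DMSO below 75%, the collection mean minus 3 SD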;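 also: signal is porphyrin accumulated inside mitochondria; 100% equals median channel fluorescence of DMSO control wells; lower ratio means ABCB6 inhibition with less porphyrin fluorescence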
Target sequence (Q9NP58 whole entry, looked up): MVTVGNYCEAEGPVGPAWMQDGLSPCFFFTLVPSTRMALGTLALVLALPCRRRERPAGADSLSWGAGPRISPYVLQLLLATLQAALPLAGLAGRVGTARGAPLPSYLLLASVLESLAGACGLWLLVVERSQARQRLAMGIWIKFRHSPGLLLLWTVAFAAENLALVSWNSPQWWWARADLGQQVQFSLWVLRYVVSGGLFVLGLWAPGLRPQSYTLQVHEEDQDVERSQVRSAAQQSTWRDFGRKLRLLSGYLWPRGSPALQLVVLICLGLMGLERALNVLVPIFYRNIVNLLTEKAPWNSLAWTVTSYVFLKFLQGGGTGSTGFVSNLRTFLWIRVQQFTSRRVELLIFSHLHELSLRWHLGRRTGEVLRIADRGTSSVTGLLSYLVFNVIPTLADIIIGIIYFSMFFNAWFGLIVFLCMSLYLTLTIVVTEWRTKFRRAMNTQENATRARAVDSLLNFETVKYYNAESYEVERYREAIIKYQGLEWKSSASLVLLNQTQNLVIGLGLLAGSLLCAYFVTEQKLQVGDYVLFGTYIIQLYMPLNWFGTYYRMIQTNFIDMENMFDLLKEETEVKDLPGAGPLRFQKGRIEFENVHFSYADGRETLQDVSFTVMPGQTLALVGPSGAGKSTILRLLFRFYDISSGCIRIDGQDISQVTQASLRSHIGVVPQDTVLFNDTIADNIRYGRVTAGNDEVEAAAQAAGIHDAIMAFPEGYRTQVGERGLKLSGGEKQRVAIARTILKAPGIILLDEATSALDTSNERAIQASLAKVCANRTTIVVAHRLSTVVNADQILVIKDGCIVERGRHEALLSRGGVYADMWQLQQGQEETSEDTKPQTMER
Granule exo inh: LAMP-1 surface exposure blockers, TALL-104 cells – cell-based, flow cytometry, MLPCN library, primary screen | TALL-104 LAMP-1 surface exposure; cells stimulated with thapsigargin and PMA | inhibition, % at 10 µM | actives 0.66% (n = 360,000);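 active = inhibition above about 55%, limit read from the data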
MC4R antag cAMP: MC4R antagonists of cAMP signaling, primary screen, cell-based, TR-FRET, antagonist arm of biased-ligand search | Melanocortin receptor 4 (Homo sapiens), P32245 | MC4R-expressing cells, MTII-stimulated cAMP, LANCE TR-FRET | inhibition, % at 6.5 µM | actives 0.48% (n = 360,000) | AID 540295, 2011;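 active = inhibition above its plate's cutoff, the mean of tested wells on that plate plus 3 SD, cut at about 29% in these data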;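 also: 0% = Melanotan II alone and 100% = Melanotan II plus saturating MCL0020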
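Material: human MC4R-expressing U2OS cells. Probe or stimulus: Melanotan II challenge. Dosing: 6.5 µM single dose. Times: 30-min compound, 1-h challenge, 1-h detection, room temperature. Technique: TR-FRET with Eu-cAMP and labeled anti-cAMP, 671 nm. Replication: singlicate.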
aDG glyco up: activators of alpha-DG glycosylation, primary screen, uHTS, Pro5-aDG cells, AlphaScreen; alpha-DG glycosylation AlphaScreen (IIH6); 0% Pro5, 100% B10-LARGE cell signal; AID 624168, 2012; activation, % at 10 µM; actives 0.22% (n = 360,000);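 active = activation of at least 8% versus controls, or a plate z-score of at least 8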;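 also: Pro5 are CHO cells carrying HIG-tagged alpha-DG that lacks glycosylation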
HTR2A ag: mouse Htr2a agonists via beta-arrestin recruitment, primary screen, cell-based, luminescence; 5-hydroxytryptamine receptor 2A (Mus musculus), P35363; activation, % at 7.6 µM; AID 624169, 2012; CHO-K1 mHTR2A beta-arrestin complementation; percent of 30 µM serotonin response; actives 0.66% (n = 360,000);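 active = activation above a run cutoff, the mean activation of all tested compounds plus 3 SD, cut at about 14% in these data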;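 also: 0% = plate median of compound wells and 100% = 30 µM serotonin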
H9c2 protect: cardioprotection against H2O2-induced cell death, primary screen, uHTS, H9c2 cells, ATPLite luminescence | H9c2 cardiomyocytes, H2O2 injury protection, 2 h | protection from H2O2 cell death, % at 20 µM | actives 0.63% (n = 360,000);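 active = compounds giving at least 50% protection of heart cells from peroxide-induced death in the single-dose screen, raw or plate-pattern-corrected value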;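 also: 0% = DMSO wells with peroxide and 100% = DMSO wells without peroxide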
Glyco luc inh: increase of ERlucT glycosylation luciferase signal, primary screen, N-linked glycosylation inhibitor project, D54 ERlucT cells, luminescence, set 2 | D54 ERlucT glycosylation luciferase reporter, 24 h; percent of 100 nM tunicamycin response | reporter increase, % at 12.5 µM | actives 0.23% (n = 360,000) | AID 588692, 2011;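 active = mean luciferase reporter signal, scaled so untreated is 0 and the glycosylation-blocking control 100, at or above a set limit in every replicate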;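 also: luciferase carries N-glycosylation sites so blocking glycosylation raises the light; 0% = median of neutral control wells and 100% = median of 100 nM tunicamycin wells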
* hit, by the source's call. Not a hit list. About 4.5% of those tested had a hit in this group.

Start of the data: the first 2 compounds (preview)
Results for O=C(O)c1cccc(NC(=S)NC(=O)c2cccc(OCc3ccccc3)c2)c1 ?
iPSC survival up: 1.0; ABHD5 PLIN5 PPI: -4; MC4R barr agon: -1.3; ABCB6 inh 2: 99; Granule exo inh: 15; MC4R antag cAMP: 10; aDG glyco up: 0.0; HTR2A ag: 5; H9c2 protect: -3; Glyco luc inh: 5

What do the screens show for `CCOCCCNC(=S)N1CCN(Cc2ccc3c(c2)OCO3)CC1`?
iPSC survival up: -1.1; ABHD5 PLIN5 PPI: 2; MC4R barr agon: -2.6; ABCB6 inh 2: 96; Granule exo inh: -2; MC4R antag cAMP: 5; aDG glyco up: 0.0; HTR2A ag: 0; H9c2 protect: -4; Glyco luc inh: 2

The whole of this part, previewed entries included:
Results for O=C(O)c1cccc(NC(=S)NC(=O)c2cccc(OCc3ccccc3)c2)c1 ?
iPSC survival up: 1.0; ABHD5 PLIN5 PPI: -4; MC4R barr agon: -1.3; ABCB6 inh 2: 99; Granule exo inh: 15; MC4R antag cAMP: 10; aDG glyco up: 0.0; HTR2A ag: 5; H9c2 protect: -3; Glyco luc inh: 5

What do the screens show for `CCOCCCNC(=S)N1CCN(Cc2ccc3c(c2)OCO3)CC1`?
iPSC survival up: -1.1; ABHD5 PLIN5 PPI: 2; MC4R barr agon: -2.6; ABCB6 inh 2: 96; Granule exo inh: -2; MC4R antag cAMP: 5; aDG glyco up: 0.0; HTR2A ag: 0; H9c2 protect: -4; Glyco luc inh: 2

Results for COCCn1c(SCC(=O)Nc2ccc(Cl)cn2)nnc1-c1ccncc1 ?
iPSC survival up: -0.4; ABHD5 PLIN5 PPI: -11; MC4R barr agon: 0.0; ABCB6 inh 2: 93; Granule exo inh: 4; MC4R antag cAMP: 0; aDG glyco up: -0.1; HTR2A ag: -4; H9c2 protect: -6; Glyco luc inh: 1

What do the screens show for `CCCCn1c(N)c(N(CCC(C)C)C(=O)c2cc(-c3ccco3)nc3ccccc23)c(=O)[nH]c1=O`?
iPSC survival up: -0.2; ABHD5 PLIN5 PPI: 13; MC4R barr agon: -2.8; ABCB6 inh 2: 99; Granule exo inh: 0; MC4R antag cAMP: 8; aDG glyco up: 0.0; HTR2A ag: 1; H9c2 protect: -1; Glyco luc inh: -3

What do the screens show for `O=C(CCc1ccccc1)Nc1nccs1`?
iPSC survival up: -0.4; ABHD5 PLIN5 PPI: -4; MC4R barr agon: -1.3; ABCB6 inh 2: 98; Granule exo inh: -4; MC4R antag cAMP: 3; aDG glyco up: -0.1; HTR2A ag: -3; H9c2 protect: 7; Glyco luc inh: 1

What do the screens show for `Cc1ccc(S(=O)(=O)Nc2cc(-c3nn(C)c(=O)c4ccccc34)ccc2N2CCOCC2)cc1`?
iPSC survival up: 1.7; ABHD5 PLIN5 PPI: -2; MC4R barr agon: -2.2; ABCB6 inh 2: 95; Granule exo inh: 8; MC4R antag cAMP: -14; aDG glyco up: -0.3; HTR2A ag: -2; H9c2 protect: 25; Glyco luc inh: 45*

Results for CCOC(=O)c1c(C)noc1CP(=O)(c1ccccc1)c1ccccc1 ?
iPSC survival up: 8.4; ABHD5 PLIN5 PPI: -3; MC4R barr agon: 1.1; ABCB6 inh 2: 90; Granule exo inh: 2; MC4R antag cAMP: -1; aDG glyco up: 0.2; HTR2A ag: 2; H9c2 protect: 5; Glyco luc inh: 4

Results for O=C(O)c1nn(CC(=O)N2CCCCCC2)c(=O)c2ccccc12 ?
iPSC survival up: -0.6; ABHD5 PLIN5 PPI: 0; MC4R barr agon: -2.4; ABCB6 inh 2: 96; Granule exo inh: 0; MC4R antag cAMP: -16; aDG glyco up: -0.2; HTR2A ag: 1; H9c2 protect: 49; Glyco luc inh: 3

What do the screens show for `Clc1ccc(OCCn2cnc(Cl)c2Cl)cc1`?
iPSC survival up: -0.7; ABHD5 PLIN5 PPI: -3; MC4R barr agon: 2.1; ABCB6 inh 2: 102; Granule exo inh: -6; MC4R antag cAMP: 2; aDG glyco up: 0.0; HTR2A ag: -1; H9c2 protect: -6; Glyco luc inh: 2

How did Cc1ccc(N2C(=O)C(CN3CCOCC3)C2c2ccccc2)cc1 (stereo not drawn) do in these assays?
iPSC survival up: -1.9; ABHD5 PLIN5 PPI: 1; MC4R barr agon: -1.5; ABCB6 inh 2: 107; Granule exo inh: -1; MC4R antag cAMP: 1; aDG glyco up: 0.0; HTR2A ag: 0; H9c2 protect: -9; Glyco luc inh: -6

What do the screens show for `Cc1ccc(N=Nc2c(O)ccc3n[nH]nc23)cc1`?
iPSC survival up: -0.1; ABHD5 PLIN5 PPI: -4; MC4R barr agon: -2.4; ABCB6 inh 2: 99; Granule exo inh: 10; MC4R antag cAMP: -11; aDG glyco up: 0.5; HTR2A ag: -1; H9c2 protect: -19; Glyco luc inh: 0

What do the screens show for `OC[C@H]1OC(O)[C@H](O)[C@@H]1O` (stereo partly drawn)?
iPSC survival up: -1.5; ABHD5 PLIN5 PPI: 4; MC4R barr agon: -1.4; ABCB6 inh 2: 96; Granule exo inh: -6; MC4R antag cAMP: 5; aDG glyco up: -0.2; HTR2A ag: 0; H9c2 protect: 2; Glyco luc inh: 1

Results for COc1ccc(S(=O)(=O)NCC2CCCN(C(=O)CC3CCCC3)C2)cc1 (stereo not drawn) ?
iPSC survival up: 2.0; ABHD5 PLIN5 PPI: 3; MC4R barr agon: 0.3; ABCB6 inh 2: 95; Granule exo inh: 0; MC4R antag cAMP: 4; aDG glyco up: 0.1; HTR2A ag: 0; H9c2 protect: -2; Glyco luc inh: -1

Results for OC(c1nnc(-c2ccccc2)o1)c1cccs1 (stereo not drawn) ?
iPSC survival up: -0.2; ABHD5 PLIN5 PPI: 4; MC4R barr agon: -1.1; ABCB6 inh 2: 96; Granule exo inh: 1; MC4R antag cAMP: 9; aDG glyco up: 0.1; HTR2A ag: 5; H9c2 protect: -3; Glyco luc inh: -2

Results for CC(C)(C)SC(=O)CC1NS(=O)(=O)OCC1NC(=O)OCC(Cl)(Cl)Cl (stereo not drawn) ?
iPSC survival up: -0.2; ABHD5 PLIN5 PPI: -11; MC4R barr agon: 2.5; ABCB6 inh 2: 96; Granule exo inh: 14; MC4R antag cAMP: -1; aDG glyco up: 0.5; HTR2A ag: -1; H9c2 protect: -4; Glyco luc inh: -1

What do the screens show for `COc1ccc2sc(N(CCN(C)C)C(=O)/C=C/c3cccs3)nc2c1`?
iPSC survival up: -0.3; ABHD5 PLIN5 PPI: 18; MC4R barr agon: 2.1; ABCB6 inh 2: 93; Granule exo inh: 33; MC4R antag cAMP: 9; aDG glyco up: 0.7; HTR2A ag: -11; H9c2 protect: -18; Glyco luc inh: -2

What do the screens show for `CCC1C(=O)Nc2ccccc2N1C(=O)c1ccc(Cl)nc1` (stereo not drawn)?
iPSC survival up: -1.2; ABHD5 PLIN5 PPI: -3; MC4R barr agon: -1.6; ABCB6 inh 2: 102; Granule exo inh: 0; MC4R antag cAMP: -1; aDG glyco up: 0.0; HTR2A ag: 1; H9c2 protect: 5; Glyco luc inh: 0

How did CC1(C)CC(=O)C(Sc2nnc(-c3ccc(NS(C)(=O)=O)cc3)n2Cc2ccco2)C(=O)C1 do in these assays?
iPSC survival up: 4.4; ABHD5 PLIN5 PPI: 4; MC4R barr agon: -1.1; ABCB6 inh 2: 98; Granule exo inh: -1; MC4R antag cAMP: -7; aDG glyco up: -0.2; HTR2A ag: -2; H9c2 protect: -5; Glyco luc inh: 1

Results for Cc1ccccc1/C(N)=N/O ?
iPSC survival up: 0.0; ABHD5 PLIN5 PPI: 0; MC4R barr agon: -1.2; ABCB6 inh 2: 100; Granule exo inh: -10; MC4R antag cAMP: 6; aDG glyco up: -0.1; HTR2A ag: 4; H9c2 protect: 4; Glyco luc inh: 1

How did Cc1cccc(CCN(CC(=O)NC2CCCCC2)C(=O)c2csnn2)c1 do in these assays?
iPSC survival up: -1.9; ABHD5 PLIN5 PPI: 5; MC4R barr agon: -2.7; ABCB6 inh 2: 98; Granule exo inh: 1; MC4R antag cAMP: -8; aDG glyco up: 0.3; HTR2A ag: 1; H9c2 protect: 0; Glyco luc inh: -1

Results for Cc1ccccc1NC(=O)C1(NC(=O)c2cccc(N3C(=O)CSC3c3ccccc3)c2)CCCCC1 (stereo not drawn) ?
iPSC survival up: -1.3; ABHD5 PLIN5 PPI: 0; MC4R barr agon: -1.0; ABCB6 inh 2: 99; Granule exo inh: 6; MC4R antag cAMP: 6; aDG glyco up: 0.2; HTR2A ag: -4; H9c2 protect: 4; Glyco luc inh: -3

How did CC(C)(C)n1nnnc1C(c1cccnc1)N1CCN(c2cccc(C(F)(F)F)c2)CC1 (stereo not drawn) do in these assays?
iPSC survival up: -2.4; ABHD5 PLIN5 PPI: 3; MC4R barr agon: -1.0; ABCB6 inh 2: 115; Granule exo inh: -2; MC4R antag cAMP: 20; aDG glyco up: 0.7; HTR2A ag: -6; H9c2 protect: 1; Glyco luc inh: -4

Results for COc1ccc(Cl)cc1NC(=O)CN(C)C(=O)c1cc2c(F)cccc2s1 ?
iPSC survival up: 0.8; ABHD5 PLIN5 PPI: 1; MC4R barr agon: 0.5; ABCB6 inh 2: 101; Granule exo inh: 0; MC4R antag cAMP: 8; aDG glyco up: 0.2; HTR2A ag: -5; H9c2 protect: -12; Glyco luc inh: 9

How did CCOC(=O)C1CC2=C(CCCC2=O)NC1=O (stereo not drawn) do in these assays?
iPSC survival up: 1.6; ABHD5 PLIN5 PPI: -3; MC4R barr agon: -1.2; ABCB6 inh 2: 99; Granule exo inh: -1; MC4R antag cAMP: 9; aDG glyco up: 0.0; HTR2A ag: 2; H9c2 protect: -6; Glyco luc inh: -1

Results for Cc1ccccc1NC(=S)N(CCCN1CCOCC1)Cc1cccs1 ?
iPSC survival up: 2.3; ABHD5 PLIN5 PPI: -4; MC4R barr agon: -1.9; ABCB6 inh 2: 93; Granule exo inh: 6; MC4R antag cAMP: -6; aDG glyco up: 0.1; HTR2A ag: -2; H9c2 protect: 1; Glyco luc inh: 3

What do the screens show for `COc1ccc(CNC(=O)CN2C(=O)NC3(CCCc4sccc43)C2=O)cc1` (stereo not drawn)?
iPSC survival up: -0.4; ABHD5 PLIN5 PPI: 5; MC4R barr agon: -0.8; ABCB6 inh 2: 93; Granule exo inh: -3; MC4R antag cAMP: 0; aDG glyco up: -0.1; HTR2A ag: -4; H9c2 protect: -6; Glyco luc inh: 2

Bioassay records from PubChem.
